Screening data as filed in PubChem BioAssay.
APEX1 inh = inhibitors of human APE1 endonuclease. P27695. recombinant APE1, TAMRA/BHQ-2 abasic DNA cleavage fluorescence. Potency, µM (doses to about 65.8 µM), inactives show at the highest dose activity change, negative = inhibition, usual class: inhibitors. 350,000 tested, 0.35% active;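 also: plate controls were vehicle for no effect and reference inhibitor for full effect; nearly all actives have a fitted effect of over 55% in size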
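Readout is kinetic fluorescence (ex 525, em 598 nm) from cleavage of 50 nM TAMRA/BHQ-2 THF abasic duplex by 0.75 nM APE1, compound added 15 min beforehand at RT.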
G9a inh = G9a (human) methyltransferase inhibition | G9a H3K9 monomethylation, AlphaScreen, 2 h | Potency, µM (highest dose often 102 µM), for the others: at the top dose activity, negative = inhibition, actives largely listed as inhibitors | 350,000 tested, 8.8% active | AID 504332; also: % is scaled to controls: 0 for no effect and ±100 for the full control effect; nearly all actives have a fitted effect of over 75% in size
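Step 1: enzyme (final 20 nM) with compound, 15 min RT. Step 2: substrate peptide 500 nM and SAM 20 uM, 2 h RT. Step 3: anti-H3K9me1 antibody and AlphaScreen beads, 10 min, then plate read.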
Pol iota inh = DNA polymerase iota (human) inhibition. Q9UNA4. Pol iota fluorescent replication assay, 10 min. Potency, µM (series often up to 115 µM), for inactives: at the highest dose activity, negative = inhibition, actives largely listed as inhibitors. 390,000 tested, 1% active
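Fluorescent replication assay read twice, at 0 min and 10 min after adding 50 nM (final) substrate. Enzyme (10 nM) and compounds were first incubated 15 min at room temperature; enzyme-free buffer wells were negative controls.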
BAZ2B block = blocks human BAZ2B | 360,000 tested, 4.4% active | Potency, µM (series often up to 114 µM), inactives show at the highest dose activity change, negative = inhibition, actives largely listed as inhibitors | Q9UIF8 | AID 504333 | AlphaScreen BAZ2B-H3K14Ac peptide displacement; also: % is scaled to controls: 0 for no effect and ±100 for the full control effect; nearly all actives have a fitted effect of over 60% in size
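Complex of BAZ2B and biotin-H3K14Ac (50 nM apiece) forms over 30 min at RT, then faces library compounds up to 110 uM for another 30 min; AlphaScreen beads added, 20 min dark incubation, luminescence read.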
Anesthetic bind = binds horse apoferritin like a general anesthetic; P02791; apoferritin/1-aminoanthracene competitive binding, fluorescence; Potency, µM (doses to about 77.5 µM), for the others: at the top dose activity change, negative = displacement, actives largely listed as inhibitors; 350,000 tested, 0.074% active; also: % is scaled to controls: 0 for no effect and ±100 for the full control effect; nearly all actives have a fitted effect of over 20% in size
Target sequence (P02791 2-175 limits assumed): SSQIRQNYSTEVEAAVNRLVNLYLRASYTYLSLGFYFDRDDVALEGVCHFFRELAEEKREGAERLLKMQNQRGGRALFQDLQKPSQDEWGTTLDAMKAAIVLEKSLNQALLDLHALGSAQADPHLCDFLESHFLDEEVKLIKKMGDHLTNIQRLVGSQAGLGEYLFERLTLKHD
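Horse-spleen apoferritin (10 uM) in 50% saturated 1-aminoanthracene in PBS was incubated 10 min at room temperature with compound. Fluorescence (ex 380, em 535 nm) was normalized to free and bound 1-AMA, with concentration-response fitted by a four-parameter Hill equation.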
BLM helicase inh = inhibitors of human Bloom syndrome helicase BLM. 350,000 tested, 0.2% active. recombinant BLM DNA unwinding, fluorescence dequenching. AID 2528. Potency, µM (top dose mostly 56.1 µM), for the others: at the highest dose activity change, negative = inhibition, usual class: inhibitors. P54132;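 also: plate controls were vehicle for no effect and no enzyme for full effect; nearly all actives have a fitted effect of over 35% in size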
Pol kappa inh = blocks human DNA polymerase kappa activity; purified Pol kappa, fluorescent DNA synthesis assay, 10 min; 400,000 tested, 0.53% active; Potency, µM (series often up to 107 µM), for inactives: top-dose activity, negative = inhibition, most hits filed as inhibitors; Q9UBT6; AID 588579; also: % is scaled to controls: 0 for no effect and ±100 for the full control effect
Target sequence (Q9UBT6 whole entry, looked up): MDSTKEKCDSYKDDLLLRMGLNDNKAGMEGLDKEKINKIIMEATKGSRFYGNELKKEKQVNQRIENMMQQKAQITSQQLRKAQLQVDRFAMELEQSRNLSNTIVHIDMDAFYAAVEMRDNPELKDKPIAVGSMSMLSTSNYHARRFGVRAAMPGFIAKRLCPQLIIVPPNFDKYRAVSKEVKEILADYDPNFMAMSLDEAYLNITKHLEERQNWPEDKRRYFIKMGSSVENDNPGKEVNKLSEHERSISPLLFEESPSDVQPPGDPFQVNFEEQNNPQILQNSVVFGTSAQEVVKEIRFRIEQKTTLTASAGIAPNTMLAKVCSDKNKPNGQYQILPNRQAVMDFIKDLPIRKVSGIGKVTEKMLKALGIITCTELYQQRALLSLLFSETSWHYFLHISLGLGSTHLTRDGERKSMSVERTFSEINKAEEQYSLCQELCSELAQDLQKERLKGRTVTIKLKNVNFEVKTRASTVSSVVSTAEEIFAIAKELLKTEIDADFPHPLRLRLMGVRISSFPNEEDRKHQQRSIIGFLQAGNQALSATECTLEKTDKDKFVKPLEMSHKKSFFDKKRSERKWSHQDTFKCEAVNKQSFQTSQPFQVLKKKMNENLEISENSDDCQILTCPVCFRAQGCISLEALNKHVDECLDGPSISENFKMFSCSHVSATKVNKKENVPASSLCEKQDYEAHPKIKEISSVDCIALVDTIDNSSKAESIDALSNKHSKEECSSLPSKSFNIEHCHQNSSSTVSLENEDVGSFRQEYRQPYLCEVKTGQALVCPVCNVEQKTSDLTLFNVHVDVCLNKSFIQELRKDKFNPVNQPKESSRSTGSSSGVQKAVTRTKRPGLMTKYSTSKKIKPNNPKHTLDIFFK
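Readout: fluorescence, taken kinetically at 0 and 10 min. Conditions: 10 nM Pol kappa, 15 min RT compound preincubation, 50 nM substrate final. Controls: enzyme-free buffer wells.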
POLH inh = DNA polymerase eta (human) inhibition. Potency, µM (series often up to 114 µM), for the others: top-dose activity change, negative = inhibition, usual class: inhibitors. recombinant Pol eta, fluorescent DNA replication assay. Q9Y253. 390,000 tested, 1.2% active; also: % is scaled to controls: 0 for no effect and ±100 for the full control effect
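Fluorescent replication assay: 50 nM final substrate added after a 15 min room-temperature compound preincubation with 10 nM enzyme. Signal taken at 0 min and again at 10 min.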
Pol beta inh = inhibitors of human DNA polymerase beta; 340,000 tested, 1.3% active; Potency, µM (doses to about 114 µM), for inactives: at the top dose activity change, negative = inhibition, hits mostly inhibitors; Pol beta primer extension/strand displacement, fluorescence kinetic; AID 485314; also: % is scaled to controls: 0 for no effect and ±100 for the full control effect
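Curves were derived by four-parameter Hill fits of normalized qHTS data. The kinetic fluorescent primer-extension read was taken at 0 and 10 min after 50 nM substrate, following a 15 min room-temperature preincubation of 10 nM enzyme with compounds.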
* = called active by the depositor; & = joins results of further samples; [ ] = another dose, or the depositor's remark. Calls follow the shape of the dose curve; as a rule, active = well fitted curve in the direction sought with a large enough effect; inconclusive = small, poorly fitted or top-dose-only effect, or another doubt; inactive = no such curve, though single readings can be large; an effect the other way counts as inactive or inconclusive. Potency is read from the fitted curve at half-maximal effect. Only part of the results is shown; rates above refer to the full screens.

`CCn1c(CNc2ccc(OC)cc2)nnc1SCC(=O)Nc1ccc(F)cc1` gave APEX1 inh -0.4%, G9a inh inconclusive, Pol iota inh -24.4%, BAZ2B block -37.5%, Anesthetic bind -9.4%, BLM helicase inh 3.0%, Pol kappa inh -18.0%, POLH inh -2.6% and Pol beta inh 1.3%.
For CC(=O)c1c(C)[nH]c(C(=O)OCc2ccccc2)c1C the results were APEX1 inh 13.1%, G9a inh 16.8%[59 µM], Pol iota inh 45.1%[activator], BAZ2B block inconclusive, Anesthetic bind -5.1%, BLM helicase inh -9.8%, Pol kappa inh -7.4%, POLH inh -0.6% and Pol beta inh 0.6%.
`CCOC(=O)COc1nc(-c2ccc(C)cc2)cc(-c2ccco2)c1C#N` gave APEX1 inh 6.8%, G9a inh 15.0%[59 µM], Pol iota inh -0.3%, BAZ2B block 0.9%, Anesthetic bind 3.1%, BLM helicase inh -2.2%, Pol kappa inh -3.0%, POLH inh -15.9% and Pol beta inh 0.4%.
CC(=O)Nc1ccc(CN2CCC(n3nccc3NC(=O)CCc3ccccc3)CC2)cc1 was read as APEX1 inh -3.5%, G9a inh 17.8%[0.501 µM], Pol iota inh 11.4%, BAZ2B block -14.7%, Anesthetic bind -12.5%, BLM helicase inh 0.2%, Pol kappa inh -7.3%, POLH inh -20.3% and Pol beta inh -12.0%.
Cc1ccccc1CNC(=O)c1cccc(NC(=O)c2nsc3ccccc23)c1 was read as G9a inh -1.8%[59 µM], Pol iota inh inconclusive, BAZ2B block 3.0%, Anesthetic bind 1.5%, BLM helicase inh -8.1%, Pol kappa inh -16.0%[60.1 µM], POLH inh -10.3% and Pol beta inh 5.9%.
`CC(C)(Oc1ccc(Cl)cc1)C(=O)NC1CCSC1=O` (stereo unspecified) gave APEX1 inh -3.1%, G9a inh -4.5%[59 µM], Pol iota inh 18.8%, BAZ2B block -0.3%, Anesthetic bind 36.9%[activator], BLM helicase inh 4.6%, Pol kappa inh -2.1%, POLH inh -0.8% and Pol beta inh -1.8%.
COC(CNC(=O)c1cc(C(=O)c2c(-c3c(Cl)cccc3Cl)noc2C)c[nH]1)OC was read as APEX1 inh 0.9%, G9a inh -45.0%, Pol iota inh 9.6%, BAZ2B block -33.0%, Anesthetic bind -17.3%, BLM helicase inh 0.1%, Pol kappa inh -3.2%, POLH inh -3.2% and Pol beta inh -1.1%.
`COc1cc(NC(=O)CCc2c(C)nn(-c3ccc4nnc(C)n4n3)c2C)cc(OC)c1OC` gave G9a inh 23.7%[59 µM], Pol iota inh 2.4%, BAZ2B block 1.8%, Anesthetic bind -6.0%, BLM helicase inh -1.9%, Pol kappa inh -7.0%[60.1 µM], POLH inh -6.9% and Pol beta inh 30.6%.
Cc1cccc(N2C(=O)CC(N3CCN(Cc4ccc5c(c4)OCO5)CC3)C2=O)c1 (stereo unspecified) was read as APEX1 inh -3.0%, G9a inh -1.3%, Pol iota inh -1.4%, BAZ2B block 5.1%, Anesthetic bind -8.5%, BLM helicase inh -1.2%, Pol kappa inh -2.3%, POLH inh -9.3% and Pol beta inh 1.0%.
CCOC(=O)C1=C(COC(=O)c2cccnc2SC)NC(=O)NC1C (stereo unspecified) was read as APEX1 inh 6.8%, Pol iota inh -17.2%, Pol kappa inh -6.3% and POLH inh -17.7%.
For O=C(COc1nsnc1N1CCOCC1)Nc1ccc(Br)cc1 the results were APEX1 inh 3.8%, G9a inh 14.8%, Pol iota inh 12.2%, BAZ2B block -0.3%, Anesthetic bind 2.2%, BLM helicase inh -3.3%, Pol kappa inh -14.1%, POLH inh -5.8% and Pol beta inh 12.8%.
Cc1ccccc1CNc1ncnc2cc(Cl)ccc12 was read as APEX1 inh 24.0%, G9a inh 26.9%, Pol iota inh 100.7%[activator], BAZ2B block -0.3%, Anesthetic bind 2.5%, BLM helicase inh -7.3%, Pol kappa inh -2.8%, POLH inh -20.3% and Pol beta inh 3.6%.
Cn1c(NN)nc2c1c(=O)n(Cc1ccccc1)c(=O)n2C was read as APEX1 inh 0.5%, G9a inh 28.2µM*, Pol iota inh inconclusive, BAZ2B block inconclusive, Anesthetic bind -14.4%, BLM helicase inh -7.3%, Pol kappa inh -15.7%, POLH inh inconclusive and Pol beta inh 39.8µM*.
`CC1=C(C)CC(C(=O)NNC(=O)c2ccccc2O)C(C(=O)O)C1` (stereo unspecified) gave APEX1 inh 3.7%, G9a inh -39.3%[59 µM], Pol iota inh -10.7%, BAZ2B block -4.8%, Anesthetic bind -10.4%, BLM helicase inh -17.6%, Pol kappa inh -1.4%, POLH inh -2.4% and Pol beta inh 19.6%.
For C/[N+]([O-])=C\C1C(=O)CCCC1=O the results were APEX1 inh 5.7%, G9a inh 3.6%, Pol iota inh 45.7%[activator], BAZ2B block -21.3%, Anesthetic bind -6.1%, BLM helicase inh 1.2%, Pol kappa inh 5.9%, POLH inh -15.2% and Pol beta inh -21.2%.
CCS(=O)(=O)N1CCC(C(=O)Nc2cccc(C(C)=O)c2)CC1 was read as APEX1 inh 0.6%, G9a inh 15.7%[59 µM], Pol iota inh -2.7%, BAZ2B block -0.9%, Anesthetic bind 0.7%, BLM helicase inh 2.3%, Pol kappa inh -5.5%, POLH inh -15.9% and Pol beta inh -1.9%.
`COC(=O)C1C(C(C)C)N(c2ccccc2)OC1(C)O` (stereo unspecified) gave APEX1 inh 0.6%, G9a inh -2.2%, Pol iota inh 10.4%, BAZ2B block -5.4%, Anesthetic bind -9.4%, BLM helicase inh 1.9%, Pol kappa inh -3.3%, POLH inh -8.1% and Pol beta inh 50.3%.
CCOc1ccc(/C=N/NC(=O)CSc2ccccn2)cc1O was read as APEX1 inh -0.2%, G9a inh 7.0%, Pol iota inh 3.5%, BAZ2B block -16.7%, Anesthetic bind -4.8%, BLM helicase inh -4.0%, Pol kappa inh 5.4%, POLH inh -1.4% and Pol beta inh -27.3%.
For COc1ccc(CSc2nnc(C)n2N)cc1 the results were APEX1 inh -1.8%, G9a inh 7.7%, Pol iota inh 10.3%, BAZ2B block 5.5%, Anesthetic bind -5.6%, BLM helicase inh -0.8%, Pol kappa inh -4.6%, POLH inh -2.0% and Pol beta inh 5.5%.
CC(NC(=O)CCCc1c[nH]c2ccccc12)c1ccc(F)cc1 (stereo unspecified) was read as APEX1 inh -1.5%, G9a inh inconclusive, Pol iota inh 33.2%[activator], BAZ2B block inconclusive, Anesthetic bind -0.6%, BLM helicase inh -5.3%, Pol kappa inh -6.5%, POLH inh -5.2% and Pol beta inh -2.5%.
For Fc1ccc(N/N=C/c2ccc(N3CCOCC3)cc2)c(F)c1 the results were APEX1 inh -0.6%, G9a inh 10µM*, Pol iota inh 109.1%[activator], BAZ2B block inconclusive, Anesthetic bind -15.7%, BLM helicase inh -3.3%, Pol kappa inh -7.6%, POLH inh -14.0% and Pol beta inh -0.3%.
O=C(COc1ccc2ccccc2c1)NNC(=O)Cc1ccccc1 was read as APEX1 inh -1.0%, G9a inh -5.9%[59 µM], Pol iota inh inconclusive, BAZ2B block -25.4%, Anesthetic bind -14.2%, BLM helicase inh -7.4%, Pol kappa inh -5.3%, POLH inh -3.9% and Pol beta inh inconclusive.
`CCOc1ccc(NC(=O)c2c(NC(=O)Cc3ccccc3)sc3c2CCCC3)cc1` gave G9a inh 13.4%[59 µM], Pol iota inh -3.3%, BAZ2B block -0.8%, Anesthetic bind -2.4%, BLM helicase inh -3.8%, Pol kappa inh -14.0%, POLH inh -8.8% and Pol beta inh -3.5%.
`COCCNC(=O)c1ccc(Cn2c(SCC(=O)NC(C)C)nc3ccccc3c2=O)cc1` gave G9a inh 16.6%[59 µM], Pol iota inh -19.5%, BAZ2B block -1.5%, Anesthetic bind 10.1%, BLM helicase inh -3.1%, Pol kappa inh -11.7%[60.1 µM], POLH inh 4.2% and Pol beta inh 30.7%.
`Cc1ccc(-c2c(C(=O)N3CCN(c4ccc(F)cc4)CC3)oc(=O)c3ccccc23)cc1` gave G9a inh 11.4%[59 µM], Pol iota inh 6.1%, Anesthetic bind -13.3%, BLM helicase inh -0.2%, Pol kappa inh 5.3%, POLH inh -17.2% and Pol beta inh 1.1%.
`COc1ccc(CNS(=O)(=O)c2cc(-c3cc(C)no3)ccc2C(C)C)cc1` gave APEX1 inh 16.1%, G9a inh -36.7%, Pol iota inh 4.4%, BAZ2B block -5.5%, Anesthetic bind 2.2%, BLM helicase inh -11.6%, Pol kappa inh -1.0%, POLH inh inconclusive and Pol beta inh 1.2%.
Screening Cc1cccc(N2CCN(C(=O)C3CCN(c4ncnc5c4nc4n5CCCCC4)CC3)CC2)c1C returned APEX1 inh 37.6%, G9a inh -13.3%, Pol iota inh 14.6%&0.2%, BAZ2B block inconclusive, Anesthetic bind -4.9%&-2.5%, BLM helicase inh -6.6%&-11.6%, Pol kappa inh 1.5%&-11.7%, POLH inh -15.1%&-19.9% and Pol beta inh 2.3%&22.2%.
CCC(C)NS(=O)(=O)c1ccc(OCC(=O)NCc2ccccn2)cc1 (stereo unspecified) was read as APEX1 inh 11.9%, G9a inh -1.8%[12.7 µM], Pol iota inh -11.3%, BAZ2B block -1.3%, Anesthetic bind -3.8%, BLM helicase inh -1.8%, Pol kappa inh 0.0%, POLH inh -10.5% and Pol beta inh 12.2%.
Screening COc1ccc(NC(=O)C2CCCN(c3nc(C)cc(C)n3)C2)cc1 (stereo unspecified) returned APEX1 inh inconclusive, G9a inh 38.9%, Pol iota inh 8.2%, BAZ2B block -21.5%, Anesthetic bind -6.7%, BLM helicase inh -0.9%, Pol kappa inh -0.3%, POLH inh -18.1% and Pol beta inh inconclusive.
CCCCCCn1c(N2CCN(c3ccccc3)CC2)nc2c1c(=O)[nH]c(=O)n2C was read as APEX1 inh 6.6%, G9a inh -11.4%[59 µM], Pol iota inh 3.2%, BAZ2B block inconclusive, Anesthetic bind -3.8%, BLM helicase inh -6.1%, Pol kappa inh -4.8%, POLH inh -2.4% and Pol beta inh 1.3%.
